# Screening results: PubChem, several laboratories
# DAX1 inh-1 – inhibits human nuclear receptor DAX1. P51843. HEK293 Gal4-DAX1 luciferase reporter, luminescence. inhibition, % at 6.75 µM. 340,000 compounds, 0.99% hits. AID 504766;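 active = inhibition above the mean over all tested compounds plus 3 SD, cut at about 4.2% in these data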;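 also: 0% = DAX1-transfected cells with DMSO and 100% = empty-vector control cells with DMSO; inhibition shows as a rise in luminescence from relieved DAX1 repression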
# ssDAF12 agonist – activates DAF-12 receptor from parasite S. stercoralis; activation, % at 6.8 µM; 370,000 compounds, 1% hits; HEK293 ssDAF-12/GRIP1 lit1-tk-luc reporter, luminescence; % of 3 µM dafachronic acid response; AID 652126;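 active = activation above the mean over all tested compounds plus 3 SD, cut at about 0.9% in these data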;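 also: 0% = DMSO-only wells and 100% = 3 µM delta7-dafachronic acid wells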
# hgDAF-12 ag – agonists of H. glycines DAF-12 nuclear receptor; HEK293 GAL4-hgDAF12 UAS-luciferase reporter, agonist luminescence; normalized to butyrate control; 370,000 compounds, 1.8% hits; activation, % at 6.8 µM;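 active = activation above a cutoff set at the mean of all screened compounds plus 3 SD, cut at about 10% in these data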;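 also: 0% = DMSO wells and 100% = sodium butyrate wells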
# GC-B act – GC-B (human) receptor activation; P20594; HEK293-GC-B cells, CNP EC30, cGMP TR-FRET; 0% at EC30 CNP, 100% saturating CNP; AID 1920062; 370,000 compounds, 0.11% hits; activation, % at 10 µM;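 active = activation at 10 µM reaching about 35% in either raw or pattern-adjusted values, limit read from the data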
# ADAM10 inh – ADAM10 inhibition, QFRET primary screen | 370,000 compounds, 0.62% hits | recombinant ADAM10, EDANS/DABCYL FRET peptide cleavage, 3 h | O14672 | inhibition, % at 7 µM;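 active = inhibition above a per-campaign cutoff equal to the mean of compounds falling between control-based bounds plus 3 SD, cut at about 20% in these data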;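 also: 0% = DMSO wells while the 100% control is not disclosed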
# Target sequence (O14672 214-748 limits assumed): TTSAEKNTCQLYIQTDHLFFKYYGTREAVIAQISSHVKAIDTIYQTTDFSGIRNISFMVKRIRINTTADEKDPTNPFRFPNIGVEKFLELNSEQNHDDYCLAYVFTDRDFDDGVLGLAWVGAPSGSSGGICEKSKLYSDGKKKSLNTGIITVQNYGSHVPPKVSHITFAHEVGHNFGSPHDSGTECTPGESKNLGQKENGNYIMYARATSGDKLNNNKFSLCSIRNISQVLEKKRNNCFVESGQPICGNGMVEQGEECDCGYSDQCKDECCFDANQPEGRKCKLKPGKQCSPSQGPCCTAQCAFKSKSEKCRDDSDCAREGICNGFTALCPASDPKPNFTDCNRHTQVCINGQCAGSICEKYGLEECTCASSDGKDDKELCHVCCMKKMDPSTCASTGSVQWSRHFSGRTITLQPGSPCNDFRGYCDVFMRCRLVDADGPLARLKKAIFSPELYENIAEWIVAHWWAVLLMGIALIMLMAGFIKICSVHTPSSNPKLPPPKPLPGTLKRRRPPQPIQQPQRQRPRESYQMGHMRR
# DAX1 inh-2 – blocks DAX1 repression of SF-1 activated StAR promoter | HEK293T StAR-luciferase reporter, SF-1/DAX-1 repression relief | inhibition, % at 6.8 µM | 370,000 compounds, 1.1% hits | AID 652010;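 active = inhibition above the mean over all tested compounds plus 3 SD, cut at about 3.6% in these data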;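 also: 0% = DAX-1 cells with DMSO and 100% = cells lacking DAX-1 with DMSO; higher inhibition means more luminescence from relief of DAX-1 repression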
# hcDAF-12 act – activators of H. contortus DAF-12 nuclear receptor; 370,000 compounds, 1.4% hits; activation, % at 6.8 µM; HEK293 hcDAF-12 lit1-tk-luc reporter, luminescence; 0% DMSO, 100% Δ7-dafachronic acid;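 active = activation above the mean of all tested compounds plus 3 SD, cut at about 5.5% in these data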;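 also: 100% = response to 3 µM Δ7-dafachronic acid high control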
# GC-A act – GC-A (human) enzyme activation; AID 1671463; HEK293 GC-A cells, cGMP TR-FRET, EC30 ANP; 0% at EC30 ANP, 100% saturating ANP; P16066; 370,000 compounds, 0.14% hits; activation, % at 10 µM; in the data active = activation above about 40%
# SMARCA2 activ – increases SMARCA2 function in MMTV reporter cells. MG213 cells, MMTV-luciferase reporter, dexamethasone, overnight. activation, % at 9.1 µM. 370,000 compounds, 1% hits; in the data active = activation above about 7.8%;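 also: 0% = vehicle wells and 100% = reference activator wells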
# FXN GAA850 act – activators of GAA850 frataxin (FXN) promoter | HEK293 lucGAA850 FXN promoter luciferase reporter, 24 h; percent of 10 µM SAHA response | activation, % at 6 µM | 360,000 compounds, 0.56% hits | AID 540364;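 active = activation above the average of all compounds screened plus 3 SD, cutoff fixed separately per campaign, cut at about 7.5% in these data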;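 also: 0% = DMSO wells and 100% = 10 µM SAHA wells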
# HGIII-sPLA2 inh – Inhibits HGIII-sPLA2 liposome hydrolysis, primary screen | Q9NZ20 | QFRET BODIPY PC-A2 liposome hydrolysis, fluorescence | inhibition, % at 12.2 µM | 370,000 compounds, 0.56% hits;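 active = inhibition above mean plus 3 SD of compounds lying within the high and low control bounds, cut at about 19% in these data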;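 also: 0% = median of test compound wells and 100% = no enzyme DMSO wells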
# Target sequence (Q9NZ20 whole entry, looked up): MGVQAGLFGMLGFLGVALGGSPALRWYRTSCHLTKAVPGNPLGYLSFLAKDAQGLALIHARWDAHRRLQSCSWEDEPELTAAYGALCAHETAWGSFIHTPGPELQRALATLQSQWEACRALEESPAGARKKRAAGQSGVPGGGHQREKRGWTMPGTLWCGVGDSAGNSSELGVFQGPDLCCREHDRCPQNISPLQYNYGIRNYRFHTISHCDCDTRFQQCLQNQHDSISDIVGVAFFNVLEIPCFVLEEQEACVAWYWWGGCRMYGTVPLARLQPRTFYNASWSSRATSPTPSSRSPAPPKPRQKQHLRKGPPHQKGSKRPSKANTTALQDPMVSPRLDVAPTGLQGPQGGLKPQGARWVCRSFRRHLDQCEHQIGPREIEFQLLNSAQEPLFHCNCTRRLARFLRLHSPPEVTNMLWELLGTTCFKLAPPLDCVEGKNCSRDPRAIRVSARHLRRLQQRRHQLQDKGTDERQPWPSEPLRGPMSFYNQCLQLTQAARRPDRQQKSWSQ
# Numbers without * were called inactive; i = inactive; / = no result given.
SMILES,DAX1 inh-1,ssDAF12 agonist,hgDAF-12 ag,GC-B act,ADAM10 inh,DAX1 inh-2,hcDAF-12 act,GC-A act,SMARCA2 activ,FXN GAA850 act,HGIII-sPLA2 inh
CCN1CCN(c2cc(C)c3cc(NC(=O)c4cccnc4Cl)ccc3n2)CC1,1.9,-1.4,1.0,8.3,-45.1,-0.4,-2.3,1.0,-0.8,1.0,-8.5
CC/C=C/C(=O)N1CC2(CC(c3cccc(NC(=O)COc4ccc(Cl)cc4)c3)=NO2)C[C@H]1C(N)=O (some centres undefined),-0.8,-1.0,-1.0,1.2,6.6,-0.1,-1.3,2.5,0.6,0.8,-23.9
CCC(CO)Oc1cc(NCc2ccc(C)c(C)c2)c2ncn(C(C)C)c2c1 (centres undefined),1.9,-1.3,-0.5,1.7,7.1,0.1,-1.4,0.9,-1.1,-0.2,-1.8
CN1CCN(C2=Cc3cc(Cl)ccc3Sc3cc(F)ccc32)CC1,1.0,-1.1,1.7,-21.2,3.7,-1.1,0.9,-34.1,-2.4,3.0,-5.4
CCC(=O)c1ccc(OCC(=O)OCC(=O)Nc2cccc(S(=O)(=O)N3CCOCC3)c2)cc1,0.6,-1.3,2.1,2.2,-11.7,2.7,-2.3,4.4,7.8*,0.3,-3.2
COc1ccccc1S(=O)(=O)N(C)C[C@H]1OCc2cnnn2CCCC(=O)N([C@H](C)CO)C[C@@H]1C,2.9,-0.8,0.7,-0.6,0.6,2.2,0.0,3.0,-2.2,-0.5,-2.0
CCOc1ccc(C(=O)O)cc1OC,1.0,-0.4,2.6,10.1,-10.7,0.1,0.0,-2.2,0.7,1.1,0.9
CC1CCC2C(=O)N(c3ccc(C(=O)Oc4cccc5cccnc45)cc3)C(=O)C2C1 (centres undefined),1.1,-1.2,2.7,6.2,2.7,0.3,0.4,3.6,-2.2,2.8,-2.1
O=C(CN1C(=O)NC2(CCCC2)C1=O)Nc1cc(C(F)(F)F)ccc1N1CCCCC1,-0.2,-1.2,-2.1,-10.3,5.5,-1.2,-1.2,-2.2,-2.8,4.0,-9.6
Cc1ccc(N(CC(O)CN2CCCCC2)S(=O)(=O)c2ccccc2)cc1 (centres undefined),0.9,-1.0,0.7,-10.7,-0.6,0.8,0.3,-2.8,0.7,0.6,1.4
Cc1cccc(C(=O)NCCC(=O)Nc2ccc(C)c(F)c2)c1,-0.4,-1.9,-1.7,0.1,8.6,-0.5,-0.8,-4.0,4.6,-0.1,-6.7
CC1(OC(=O)CCc2ccccc2)C(=O)C=C2C=C(c3ccc(C#N)cc3)N(Cc3ccccc3)C=C2C1=O (centres undefined),-0.6,-0.7,-2.0,4.3,-48.3,-0.3,-1.9,2.8,-0.7,-0.2,-6.0
CCCn1c2c(c(O)c(C(=O)Nc3nc4ccccc4s3)c1=O)CCCC2,1.6,-0.4,1.1,4.1,-1.1,0.3,6.0*,0.1,1.2,-2.7,-2.1
COc1cc2c(cc1OC)C1=C(C#N)CC/C(=N\S(=O)(=O)c3cccc(Cl)c3)N1CC2,-0.7,-1.2,2.3,0.3,-9.1,-0.2,-1.2,-3.1,3.8,8.2*,-4.4
COCCCn1cnnc1SCC(=O)Nc1ccc(S(=O)(=O)N2CCCC2)cc1,0.1,-1.0,-0.2,0.5,-1.4,-0.3,-0.8,-0.7,-0.3,0.7,-2.2
COc1ccc(N2C(=O)CC(N(Cc3ccc(S(N)(=O)=O)cc3)C(C)=O)C2=O)cc1 (centres undefined),-0.7,-1.4,1.0,2.6,2.0,-0.7,-0.1,3.8,0.3,-0.5,-2.9
O=C(Nc1ccc(S(=O)(=O)Nc2ccccn2)cc1)c1cccc([N+](=O)[O-])c1,0.5,-0.8,-2.0,-5.8,0.1,-0.2,0.8,-4.1,4.8,-0.2,1.3
Fc1ccc(-c2ccc3c(n2)CCCN3Cc2ccccn2)cc1,/,-0.9,6.7,-3.4,-136.2,3.8*,2.1,4.2,2.9,/,1.6
Cc1ccc(Nc2nc(-c3sc(NC(=O)c4ccco4)nc3C)cs2)cc1,0.0,0.7,2.4,5.6,2.4,-0.2,2.0,-1.9,0.8,-0.4,4.8
CC1(C)CC(=O)C=C(c2cccs2)C1,-0.2,-1.5,2.8,7.8,4.8,-0.8,-0.6,-2.5,-1.3,1.8,5.1
CCCOc1cccc(C(=O)Nc2cccnc2)c1,-0.3,-1.0,5.4,0.9,-0.3,0.6,-0.4,0.5,0.7,1.6,-0.6
CC(=O)Nc1ccc(S(=O)(=O)c2ccc([N+](=O)[O-])cc2)cc1,1.4,-1.1,-3.6,1.1,-5.6,-0.9,-1.5,-1.4,-0.2,0.9,13.0
O=C(COc1ccc(F)c(Cl)c1)N1CCN(c2ccccn2)CC1,-0.1,-0.8,-1.7,-5.3,-17.3,-1.1,-1.3,0.8,0.1,0.8,-1.6
Cc1nn(CC2CCCCC2)c(N)c1-c1ccccc1,1.0,-1.4,1.1,-0.3,1.3,0.2,-0.9,0.4,2.6,4.8,0.2
Cc1ccccc1N1CCN(C(=O)CN2C(=O)CC(C)(C)S(=O)(=O)c3ccccc32)CC1,/,-1.7,1.1,-0.5,-4.9,-0.5,-1.7,2.6,-1.9,/,0.0
COc1ccc2ccccc2c1CNCc1ccccn1,2.0,-1.1,2.5,-2.8,0.3,0.8,1.4,3.0,8.3*,6.6,2.2
COC(=O)c1ccc2nc(C3CCCCC3)c(CC(C)(C)C)n2c1,/,-0.9,-0.9,2.6,-11.2,-0.9,-1.4,-10.0,-5.1,/,12.0
CCCCNC(=O)c1cc2c(=O)n3cccc(C)c3nc2n(CCN2CCOCC2)c1=N,-0.8,-0.9,0.4,-5.7,i,0.3,-1.2,6.4,1.2,-1.2,2.2
CC(NC(=O)CCSc1nc(-c2ccc3c(c2)OCO3)cc(C(F)(F)F)n1)c1ccccc1 (centres undefined),0.8,-1.3,1.7,-0.7,-27.8,0.0,-1.2,1.2,-2.4,-0.8,-0.6
COc1ccc(NC(=O)N2CCCc3cc(C)ccc32)c(OC)c1,0.9,-0.9,0.8,-2.5,-9.9,-1.8,-0.4,-0.5,1.1,-0.9,3.7
CC(=O)N(Cc1cccs1)Cc1cc2cc(C)c(C)cc2nc1Cl,-1.0,-1.6,-3.7,-0.8,-9.7,-0.8,-1.3,-2.1,-1.5,-2.0,-3.6
O=C(NCN1CCN(c2ccccc2F)CC1)c1ccccc1,0.8,-0.5,3.3,3.9,3.0,0.5,2.4,3.7,5.6,0.2,7.0
COc1ccc(NC(=O)c2ccc(-c3ccc([N+](=O)[O-])cc3)o2)cc1,-2.0,-1.8,-2.1,-0.1,4.6,0.1,-1.5,0.9,-0.5,-1.1,-6.1
COc1ccc(-c2coc3c(C(=O)NCC4CCOCC4)cccc23)c(C)c1,/,-1.8,-3.1,4.1,-6.3,-3.3,-4.6,7.8,-3.9,-0.1,-2.7
O=C(NN=C1CCCCC1)Nc1ccccc1Cl,-4.0,-0.2,8.4,1.0,8.0,-1.4,0.0,3.2,2.4,-5.6,2.7
CCOC(=O)N1CCN(C(=O)Cn2nc(-c3ccc(Cl)cc3)ccc2=O)CC1,-0.4,-2.2,-0.7,0.6,-8.7,0.0,-1.5,-2.8,-4.2,0.1,-3.4
CC(C)[C@H](NC(=O)c1cccc(S(=O)(=O)N2CCOCC2)c1)C(=O)OCC(=O)Nc1cccc(Br)c1,1.2,-0.5,1.6,1.4,9.1,1.0,-1.0,-2.1,3.1,1.1,-34.2
O=C(CC1SC(N2CCCC2)=NC1=O)Nc1ccc(C(=O)Nc2ncccc2O)cc1 (centres undefined),2.6,0.8,37.7*,2.4,2.1,25.3*,2.8,-0.1,0.1,5.5,2.8
CCc1cc(=O)oc2c(C)c(OC(C)C(=O)N3CC[C@@]4(O)CCCC[C@H]4C3)ccc12 (some centres undefined),2.5,-1.2,-0.8,-3.9,-39.1,-0.3,-1.3,1.6,1.0,2.2,-2.7
O=C(Nc1nc2c(s1)CCCC2)c1ccc(S(=O)(=O)N2CCCc3ccccc32)cc1,-2.8,-2.7,-4.7,-2.1,12.8,-2.5,-0.7,1.1,-6.2,-6.1,-0.3
NC(COCc1ccccc1)c1csc(Nc2ccc(C(=O)c3ccccc3)cc2)n1 (centres undefined),/,-1.5,-0.9,-4.7,-39.4,-2.2,-0.5,-1.9,-2.8,-2.2,7.3
CC(=O)c1c(N2CCOCC2)nc(=S)n(-c2ccc([N+](=O)[O-])cc2)c1C,-0.8,-1.0,-2.0,0.2,0.2,0.1,0.8,0.0,0.1,1.7,-2.5
Cc1ccc(-n2c(=O)c3ccccc3n(CC(=O)C(C)(C)C)c2=O)cc1,-0.5,-1.1,-2.4,3.9,-8.2,0.1,-0.7,2.5,0.1,-1.3,6.5
COc1ccc2c(CCNC(=O)Nc3ccccc3)c[nH]c2c1,-0.8,-1.7,-2.0,-7.0,3.3,-0.6,-1.8,-0.3,1.6,1.6,-69.8
Nc1sc(-c2ccccc2)cc1C(=O)N/N=C/c1ccc(Cl)cc1,/,-0.3,2.7,-7.0,7.2,-0.3,1.3,0.0,1.8,0.9,-8.8
Cc1c(C)c2ccc(OC(C)C(=O)NCCN3CCOCC3)c(C)c2oc1=O (centres undefined),1.4,-1.2,-0.2,4.9,-189.1,0.4,-0.4,3.7,2.5,1.5,1.9
Cc1nc(NS(=O)(=O)c2ccccc2)sc1NC(=O)OCCN(C)C,1.5,-0.6,-0.1,6.1,-4.0,-0.4,4.1,2.6,0.0,-0.8,2.3
Cc1nn(Cc2ccc(C(=O)N/N=C/c3ccncc3)o2)c(C)c1Cl,-0.4,-1.3,-2.5,-2.4,-2.8,1.7,-0.4,-3.8,-0.3,-0.9,-1.2
O=C(COc1ccccc1)Nc1nnc(C23CC4CC(CC(C4)C2)C3)s1,-0.7,-0.6,1.1,5.4,-5.3,0.9,-0.4,2.9,-0.1,1.8,-1.9
O=C(c1ccccc1)c1nccn1-c1ccc(Cl)nn1,-0.1,-1.4,2.8,0.7,4.4,-1.4,-1.8,1.1,-2.3,0.6,1.0
Cc1cc(NC(=O)CSc2nc3c([nH]c4ccccc43)c(=O)n2-c2ccccc2F)no1,-0.5,-0.4,-1.1,-1.9,-4.4,0.3,1.9,72.8*,-0.2,-0.7,-3.7
Cc1ccccc1NC(=S)N1CCN(C(=O)c2ccco2)CC1,0.9,-1.3,-1.3,0.2,-0.1,0.2,1.3,-3.4,0.5,0.9,2.0

# Complete entries, looked up by structure.
# Listed for `Cc1ccccc1NC(=S)N1CCN(C(=O)c2ccco2)CC1` → DAX1 inh-1: 0.9; ssDAF12 agonist: -1.3; hgDAF-12 ag: -1.3; GC-B act: 0.2; ADAM10 inh: -0.1; DAX1 inh-2: 0.2; hcDAF-12 act: 1.3; GC-A act: -3.4; SMARCA2 activ: 0.5; FXN GAA850 act: 0.9; HGIII-sPLA2 inh: 2.0
# Listed for `O=C(COc1ccccc1)Nc1nnc(C23CC4CC(CC(C4)C2)C3)s1` → DAX1 inh-1: -0.7; ssDAF12 agonist: -0.6; hgDAF-12 ag: 1.1; GC-B act: 5.4; ADAM10 inh: -5.3; DAX1 inh-2: 0.9; hcDAF-12 act: -0.4; GC-A act: 2.9; SMARCA2 activ: -0.1; FXN GAA850 act: 1.8; HGIII-sPLA2 inh: -1.9

# Rows were taken by chance. Share with any hit: about 6.6%.
